pPAFAH FP inh: inhibitors of human plasma PAF acetylhydrolase (pPAFAH). recombinant pPAFAH, FP-rhodamine probe fluorescence polarization. inhibition, % at 3.39 µM. actives 1.5% (n = 330,000). AID 463082;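 active = inhibition above the mean inhibition across the screen plus 3 SD, cut at about 25% in these data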;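 note: inhibitors block binding of the rhodamine activity-based probe so polarization drops; 0% = enzyme with DMSO and 100% = wells lacking pPAFAH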
Target sequence (Q13093 whole entry, looked up): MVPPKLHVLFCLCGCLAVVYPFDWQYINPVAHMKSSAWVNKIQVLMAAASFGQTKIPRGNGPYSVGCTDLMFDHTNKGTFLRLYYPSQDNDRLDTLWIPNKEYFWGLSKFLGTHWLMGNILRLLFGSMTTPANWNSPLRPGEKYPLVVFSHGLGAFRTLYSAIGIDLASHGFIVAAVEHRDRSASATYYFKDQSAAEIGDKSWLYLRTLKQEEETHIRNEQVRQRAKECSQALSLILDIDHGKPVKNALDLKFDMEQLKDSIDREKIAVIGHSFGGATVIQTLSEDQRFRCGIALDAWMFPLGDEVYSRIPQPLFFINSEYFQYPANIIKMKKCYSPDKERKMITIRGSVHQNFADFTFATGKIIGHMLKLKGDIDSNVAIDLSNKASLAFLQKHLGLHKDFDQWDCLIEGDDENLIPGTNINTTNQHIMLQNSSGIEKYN
PAFAH1B3 FP inh: PAFAH1B3 (human) inhibition; recombinant PAFAH1B3, FP-rhodamine probe, fluorescence polarization; Q15102; inhibition, % at 3.39 µM; actives 0.28% (n = 340,000); AID 492972;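 active = inhibition above the screen-wide average of all tested compounds plus 3 SD, cut at about 25% in these data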;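 note: 0% = enzyme with DMSO only and 100% = wells lacking PAFAH1B3 protein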
PAFAH1B2 FP inh: inhibitors of human PAFAH1B2 | actives 1.2% (n = 340,000) | inhibition, % at 3.39 µM | recombinant PAFAH1B2, FP-rhodamine activity probe, fluorescence polarization | P68402 | AID 492953;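 active = inhibition above the mean of all tested compounds plus 3 SD, cut at about 24% in these data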;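 note: 0% = enzyme with DMSO and 100% = wells lacking PAFAH1B2; many of its hits are not listed in these tables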
PAD4 inh: inhibitors of human PAD4. Q9UM07. recombinant PAD4, RCA probe fluorescence polarization. inhibition, % at 6.36 µM. actives 0.41% (n = 330,000). AID 485272;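 active = percent inhibition above a cutoff equal to the mean of all tested compounds plus 3 SD, cut at about 15% in these data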;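 note: 0% = PAD4 with RCA probe and DMSO and 100% = probe without PAD4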
PME-1 inh: PME-1 (human) inhibition; Q9Y570; inhibition, % at 5.9 µM; recombinant PME-1, FP-Rh probe fluorescence polarization; actives 0.53% (n = 320,000);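 active = inhibition above the campaign mean of all compounds plus 3 SD, cut at about 26% in these data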;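 note: competitive labeling of PME-1 active site by serine hydrolase directed probe; 0% = PME-1 with DMSO and 100% = wells lacking PME-1 enzyme; inhibitors block probe labeling so polarization falls and inhibition rises; many of its hits are not listed in these tables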
LYPLA2 counter: LYPLA2 (human) inhibition in PME1 counter-screen. O95372. recombinant LYPLA2, FP-Rh probe fluorescence polarization. inhibition, % at 5.9 µM. actives 0.38% (n = 320,000). AID 2177;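 active = inhibition above the screen-wide mean plus 3 SD, limit set per campaign, cut at about 26% in these data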;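 note: 0% = LYPLA2 with DMSO and 100% = wells lacking LYPLA2 enzyme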
Target sequence (O95372 whole entry, looked up): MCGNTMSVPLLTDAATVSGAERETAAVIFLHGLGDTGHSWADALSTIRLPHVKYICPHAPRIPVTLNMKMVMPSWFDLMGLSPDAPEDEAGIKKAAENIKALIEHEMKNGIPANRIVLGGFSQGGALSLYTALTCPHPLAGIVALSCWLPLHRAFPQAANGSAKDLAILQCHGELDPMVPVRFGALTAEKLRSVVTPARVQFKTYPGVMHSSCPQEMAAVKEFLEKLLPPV
PREPL inhibitor: human PREPL enzyme inhibition; AID 2751; Q4J6C6; actives 0.68% (n = 320,000); recombinant PREPL, fluorescence polarization activity-based probe; inhibition, % at 5.96 µM; in the data active = inhibition above about 43%;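 note: 0% = enzyme with DMSO and 100% = wells lacking enzyme; many of its hits are not listed in these tables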
LYPLA1 counter: counter-screen for PME1 inhibitors: inhibitors of human LYPLA1. actives 0.16% (n = 320,000). O75608. inhibition, % at 5.9 µM. recombinant LYPLA1, FP-Rh probe fluorescence polarization;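 active = inhibition above the mean of all tested compounds plus 3 SD, set per campaign, cut at about 14% in these data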;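 note: inhibitors block serine hydrolase probe labeling of LYPLA1 so polarization falls; 0% = enzyme with DMSO and 100% = wells lacking LYPLA1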
GSTO1 counter: GSTO1 inhibition, counter-screen for RBBP9 inhibitors; AID 1974; actives 1.1% (n = 300,000); inhibition, % at 5.96 µM; recombinant GSTO1, activity-based probe fluorescence polarization; P78417;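 active = inhibition above the campaign mean inhibition plus 3 SD, cut at about 35% in these data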;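 note: 0% = GSTO1-1 with DMSO and 100% = wells lacking GSTO1-1 enzyme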
Target sequence (P78417 whole entry, looked up): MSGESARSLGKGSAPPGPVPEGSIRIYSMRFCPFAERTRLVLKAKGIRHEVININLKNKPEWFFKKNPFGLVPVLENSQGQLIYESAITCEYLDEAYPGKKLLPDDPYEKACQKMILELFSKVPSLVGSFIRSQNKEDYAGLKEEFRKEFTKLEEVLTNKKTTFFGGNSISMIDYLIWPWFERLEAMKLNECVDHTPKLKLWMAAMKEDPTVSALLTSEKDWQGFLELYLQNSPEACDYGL
Starred values were filed as active, the others as inactive; nt = not tested or not shown. These rows are one share of the data; the hit share may differ from the screen's.

SMILES	pPAFAH FP inh	PAFAH1B3 FP inh	PAFAH1B2 FP inh	PAD4 inh	PME-1 inh	LYPLA2 counter	PREPL inhibitor	LYPLA1 counter	GSTO1 counter
O=C1N(Cc2cccc(Cl)c2)C[C@@H]2C[C@@H](c3cccn3-c3ccccn3)N3CCC[C@@]123	0	8	-1	-5	2	1	28	2	0
CC(=O)c1sc(NC(=O)c2ccc(F)cc2)nc1-c1ccccc1	0	-2	2	4	0	1	-1	2	-5
O=C(NCCc1c[nH]c2ccccc12)c1ccc2c(c1)OCO2	1	6	2	0	7	5	-11	3	4
COc1ccccc1NS(=O)(=O)c1cc(N)ccc1N1CCCC1	14	16	6	1	nt	nt	18	nt	nt
N=c1n(CCCOc2ccccc2Cl)c2ccccc2n1CC(N)=O	2	-5	3	3	0	-1	-49	1	-9
N#Cc1ccc(C23CC4(C2)[C@H](CN(P(=O)(c2ccccc2)c2ccccc2)[C@@H]4c2ccccc2)C3c2ccc(Cl)nc2)cc1 (some centres undefined)	4	-3	-3	7	-10	-8	-12	-7	3
FC(F)(F)c1cccc(NC(=S)NCc2ccccn2)c1	4	2	5	-3	-1	-2	0	-3	1
CCOC(=O)C1CCCN(C(=O)/C=C/c2ccc([N+](=O)[O-])cc2)C1 (centres undefined)	4	3	6	-3	1	4	10	-3	-1
c1ccc(N2CCN(Cc3cn4ccccc4n3)CC2)cc1	0	-1	2	-13	1	4	2	1	7
COc1ccc(N2CCN(C3CCCN(C(=O)CN4CCCC4=O)C3)CC2)cc1 (centres undefined)	7	5	2	-1	-2	4	3	-3	5
COc1ccc(-n2c(C)cc(C(=O)Cn3c(NCCO)nc4ccccc43)c2C)cc1	-1	-7	1	-5	-2	56*	6	2	3
C(=N\c1nc2ccccc2n1Cc1ccccc1)/c1cccs1	5	8	5	5	-1	1	-3	-1	0
CN(CCOc1ccccc1)C(=O)c1cc([N+](=O)[O-])cc([N+](=O)[O-])c1	-1	4	0	0	-1	4	9	4	-1
CCN=C1SC(CC(=O)NC(N)=O)C(=O)N1CC (centres undefined)	0	1	4	-1	-8	1	-7	0	4
Cc1cc(NS(=O)(=O)c2ccc(CC(C)C)cc2)no1	-5	1	6	-4	-2	-3	15	-4	-1
CC1CCCCC1NC1=NCCCS1 (centres undefined)	5	nt	nt	3	3	4	-4	-8	2
Cc1c(C(=O)CN2CCN(c3ccccc3)CC2)c2ccccc2n1C	-9	7	6	-2	-3	12	3	3	-3
CC(OC(=O)C1=Cc2ccccc2OC1)C(=O)NCc1ccco1 (centres undefined)	5	5	1	-7	2	-2	-10	1	3
Cc1cccc(-n2ncc3c2CCCC3NC(=O)CCc2cccnc2)c1C (centres undefined)	-4	3	-6	-2	-2	-5	0	0	-3
CC(C)=CC(=O)OCC(=O)Nc1cccc([N+](=O)[O-])c1	-2	2	2	-3	-2	3	-12	0	-2
CCNc1nc(SC(C)C(=O)Nc2ccccc2)nc(N(C)C)n1 (centres undefined)	-11	1	0	-4	0	-11	-3	-1	2
COc1ccc(CNC(=O)COC(=O)Cc2ccc(Cl)cc2Cl)cc1	5	-1	3	-4	3	-3	-7	2	4
CCCC(c1nnnn1CS(=O)(=O)c1ccc(C)cc1)N1CCN(c2ccccc2)CC1 (centres undefined)	5	5	5	0	-1	2	-132	-1	-7
O=C(COC(=O)c1ccc(F)cc1)Nc1nc2ccc([N+](=O)[O-])cc2s1	9	-14	-2	2	-4	5	22	-1	-8
C=CCON1C(=O)C(=O)N(OCC=C)[C@H]2CCCC[C@H]21	3	nt	nt	1	-1	-6	-5	2	1
CCCCCN(C(=O)CCC(=O)OCC(=O)c1c(C)cc(C)cc1C)c1c(N)n(CCCC)c(=O)[nH]c1=O	4	3	-1	-2	2	-1	1	1	-3
CCCCOc1ccc(S(=O)(=O)NC(=O)NCc2ccc(OCCC)cc2)cc1	8	3	42*	3	-1	0	6	-2	5
COc1cc(/C=C/C(=O)NC2CCCCC2)cc(OC)c1OC	-5	7	1	7	6	2	0	3	0
CCCCCOc1ccc(C(=O)Nc2ccc(N3CCOCC3)cc2N2CCOCC2)cc1	4	10	5	0	0	-6	4	-1	nt
COc1ccc(S(=O)(=O)Nc2cc(S(=O)(=O)c3ccccc3)c(O)cc2C)cc1	5	3	-1	7	-1	4	13	-1	-2
CN(c1ccc(C(=O)NCc2ccc3c(c2)OCO3)cc1)S(=O)(=O)c1ccccc1	-2	5	2	-1	4	-4	6	-2	2
COc1ccc(CCN2CC(C(=O)N3CCC(OC)CC3)CCC2=O)cc1 (centres undefined)	3	12	6	2	2	9	1	2	13
CCN(C(=O)COc1ccccc1[N+](=O)[O-])C1CCS(=O)(=O)C1 (centres undefined)	1	5	-2	-1	-1	-2	4	0	-1
COc1ccc(CNC(=S)Nc2cc(OC)ccc2OC)cc1	5	0	1	-3	9	2	-3	3	-5
c1ccc(-c2n[nH]c3c2CCC3)cc1	5	12	-1	-7	3	-4	-12	-2	2
Cc1ccccc1NC(=O)CC1SC(=NC2CCCCC2)NC1=O (centres undefined)	4	0	4	-4	-1	-4	-7	1	6
Cc1cc(C)c2c(c1)c(C)cc1nnc(SCC(=O)c3cccs3)n12	2	5	1	0	-1	2	-2	-3	2
Cc1cc(C)c(C)c(OCC(=O)N2CCN(c3ccccn3)CC2)c1	3	-6	-1	4	-4	-7	6	-4	-1
C=CCOc1ccccc1CNn1nnnc1N	4	6	6	3	7	5	12	1	8
COc1ccc(Cl)cc1NC(=S)Nc1ccc(Cl)cn1	5	4	3	-3	-9	-1	-2	-3	-2
CCOc1ccc(N2CC(C(=O)Nc3ccc(F)cc3F)CC2=O)cc1 (centres undefined)	37*	4	1	0	-1	3	-14	1	3
O=C1CC(c2ccccc2)CC(=NCCO)/C1=C(\O)CCCN1C(=O)c2ccccc2C1=O (centres undefined)	3	6	2	3	0	16	-19	3	-7
CCCCn1nc2cc(C(=O)NCc3cc(C(F)(F)F)cc(C(F)(F)F)c3)ccc2c1OC	8	4	4	0	2	-3	5	0	0
CC1CN(S(=O)(=O)c2cccc(C(=O)NCC3COc4ccccc4O3)c2)CC(C)O1 (centres undefined)	0	-6	2	-4	8	4	15	-3	nt
CC1(C)CC(=O)C(C=NCCCN2CCOCC2)=C(O)C1	-1	3	4	1	-7	-3	-8	2	18
CN(Cc1ccccc1)C(=O)Cn1c(=O)oc2cc(S(=O)(=O)NCc3ccccc3)ccc21	6	1	3	2	5	3	-2	0	8
C/C(=N\Nc1nc2ccccc2[nH]1)c1cccs1	3	7	3	0	5	8	27	-2	3
CCCNC(=O)c1ccccc1NC(=O)COc1cccc2c1OC(C)(C)C2	7	5	-4	-4	-1	2	-10	0	-1
Cc1cc2ncc(C(N)=O)cn2n1	-1	7	1	0	-4	-10	5	-2	1
CCN1CCCC1CNC(=O)c1c(O)c2c([nH]c1=O)CCCC2 (centres undefined)	6	2	0	3	0	2	2	0	1
Cc1nn(-c2ccccc2)c(NC(=O)c2cccs2)c(-c2ccccc2)c1=O	1	6	-5	2	1	-3	-4	-1	0
COc1ccc(-n2nc(C(=O)NCC(=O)N3CCOCC3)c3ccccc3c2=O)c(OC)c1	8	12	4	0	2	4	3	-1	-6
CCN1C(=O)[C@@H]2[C@H](C1=O)[C@@H]1C(=O)Nc3ccccc3C(=O)N1[C@@H]2c1ccc(OC)cc1	6	2	-3	-1	2	-1	3	-4	-3
Cc1cccc(C)c1NC(=O)CN(C)C(=O)c1cccc(S(=O)(=O)N2CCN(c3ccc(F)cc3)CC2)c1	6	-1	6	0	1	10	-92	1	0
CCOC(=O)C(C)Sc1ncc(OC)c(=O)[nH]1 (centres undefined)	-1	5	2	-6	1	12	13	2	9
Cc1cc(=O)[nH]c(N/N=C/c2c(C)nn(-c3ccc(F)cc3)c2Cl)n1	-2	2	3	-3	7	0	8	-1	9
CCOC(=O)Cc1csc(NC(=O)c2ccc(Br)o2)n1	1	-1	2	1	-2	1	17	-3	4
CCOC(=O)c1nn(-c2cccc(C)c2)c2nnc(Cc3ccc(C)cc3)c(=O)n12	11	1	-3	0	7	1	0	-2	0
Nc1nc(N2C(=O)C3CC=CCC3C2=O)nn1-c1ccccc1 (centres undefined)	6	-8	2	4	2	0	5	0	3
COc1ccc(N2CCN(S(=O)(=O)c3cc4c(cc3C)NC(=O)CO4)CC2)cc1	9	-4	1	6	-4	-1	0	1	2

Additional entries.
SMILES	pPAFAH FP inh	PAFAH1B3 FP inh	PAFAH1B2 FP inh	PAD4 inh	PME-1 inh	LYPLA2 counter	PREPL inhibitor	LYPLA1 counter	GSTO1 counter
CCCCc1nc(NCc2ccccc2)c(C#N)c2c1COC(C)(C)C2	-2	10	9	-2	3	4	-9	2	-2
O=C(c1ccco1)N1CCN(C2c3ccccc3-c3ccccc32)CC1	22	10	4	-2	3	6	2	-2	1
Oc1ccccc1-c1nc(NCc2ccccc2)c2ccccc2n1	0	17	2	-1	11	-1	2	-9	2
O=C(COC(=O)c1nc(Cl)ccc1Cl)NC1CCCCC1	14	14	0	-6	4	-2	7	-1	nt
CCC(=O)Nc1ccc(Cl)c(NC(=O)C(C)C)c1	-1	5	2	-5	0	-3	-4	-1	3
CC(C)[C@H](NC(=O)c1ccccc1Br)C(=O)OCc1nc2ccsc2c(=O)[nH]1	-1	0	-4	-1	-4	-3	2	2	-4
Cc1ccc(NC(=O)COC(=O)CNC(=O)c2ccco2)cc1	4	2	4	-2	-7	6	-10	2	5
Cc1sc2nc(CN3CCOCC3)nc(Cl)c2c1C	4	-3	2	-1	-7	6	0	-4	4
O=C(CN1CCCC1)Nc1ccc([N+](=O)[O-])cc1Cl	2	3	0	-2	-5	0	-8	1	4
CCOC(=O)C1(CC2CCCCO2)CCN(C2CCSCC2)CC1 (centres undefined)	6	5	-3	-2	0	3	7	3	2
CCN1CCN(c2nc(Nc3ccc(NC(C)=O)cc3)nc(Nc3ccc(NC(C)=O)cc3)n2)CC1	6	2	3	-1	-3	1	-3	5	0
Cc1ccc(CNC(=O)CS(=O)CC(=O)O)cc1 (centres undefined)	-1	0	-2	-2	1	6	-6	2	-7

Quoted from the results shown for reference:
SMILES	pPAFAH FP inh	PAFAH1B3 FP inh	PAFAH1B2 FP inh	PAD4 inh	PME-1 inh	LYPLA2 counter	PREPL inhibitor	LYPLA1 counter	GSTO1 counter
CCCCc1nc(NCc2ccccc2)c(C#N)c2c1COC(C)(C)C2	-2	10	9	-2	3	4	-9	2	-2
O=C(c1ccco1)N1CCN(C2c3ccccc3-c3ccccc32)CC1	22	10	4	-2	3	6	2	-2	1
Oc1ccccc1-c1nc(NCc2ccccc2)c2ccccc2n1	0	17	2	-1	11	-1	2	-9	2
O=C(COC(=O)c1nc(Cl)ccc1Cl)NC1CCCCC1	14	14	0	-6	4	-2	7	-1	nt

Carrying on.
SMILES	pPAFAH FP inh	PAFAH1B3 FP inh	PAFAH1B2 FP inh	PAD4 inh	PME-1 inh	LYPLA2 counter	PREPL inhibitor	LYPLA1 counter	GSTO1 counter
CCCCCCCCC(=O)N/N=C(\C)c1ccco1	7	2	1	-1	1	2	-8	3	0
Cc1nc(-c2ccccc2)sc1C1(C)CC(c2ccccc2F)=NO1 (centres undefined)	6	8	2	-1	5	-2	-44	2	-3
O=C(OCC1CC(c2ccccc2Cl)=NO1)c1ccc(Br)cc1 (centres undefined)	7	8	1	0	5	-6	-26	-3	2
O=c1ccc(/C=C/c2ccccc2)nn1Cc1ccc(F)cc1	-3	4	-1	2	-1	2	-51	-4	-1
Cc1cc(C(=O)N2CCc3ccccc32)c2cc(F)ccc2n1	6	4	4	3	-9	2	16	2	8
